S3 lipid droplet: qHTS Assay for Lipid Storage Modulators in Drosophila S3 Cells | Drosophila S3 cells, BODIPY lipid droplet fluorescence, 18-24 h; cells fed with added oleic acid | lipid storage change, negative = inhibition, % at the top dose, mostly 46.1 µM; hits show Potency in µM | actives 0.64% (n = 320,000); active = well fitted inhibition curve with a large enough effect in the signal ratio, with a control signal flat, not every such curve was filed as active; inconclusive = small, poorly fitted or top-dose-only effect, or effect the other way, or a change in a side signal; the % refers to the signal ratio
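Laser-scanning cytometry quantifies lipid droplet accumulation (500–530 nm total intensity; droplet/cell object ratio) in oleic acid-fed (400 uM added) Drosophila S3 cells treated with a concentration series. 20 uM Triacsin C defined 100% inhibition.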
S3 lipid droplet cell count max: second read-out of S3 lipid droplet, no call of its own (marks repeat the call); cell number change, %; measured here: cell count max response;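 cells counted by Cell Tracker Red CMTPX staining in the red channel; peak over a dose series mostly up to 46.1 µM; percent activity relative to internal control wells on each plate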
Starred values were filed as active, the others as inactive; i = inactive; ? = inconclusive; . = not tested or not shown. % is scaled to controls: 0 for no effect and ±100 for the full control effect; potency is read from the fitted curve at half-maximal effect.

SMILES	S3 lipid droplet	S3 lipid droplet cell count max
CC(C)n1c(NCc2ccc(Cl)cc2)nc2ccccc21	?	.
COCCN1C(=O)c2ccccc2C(C(=O)N2CCN(c3ccccc3)CC2)C1c1ccc(F)cc1 (stereo not given)	i	-2
CN(C)CCN(Cc1cccs1)S(=O)(=O)c1csc(C(N)=O)c1	?	.
O=C(CSc1nnc(-c2ccco2)o1)NC1CCCCC1	2%	13
COc1ccc(-c2nc(C#N)c(NCc3ccccc3Cl)o2)cc1	?	.
Cn1c(=O)c2cc(S(=O)(=O)NC(Cc3ccccc3)C(=O)NCC3CCCO3)ccc2n(C)c1=O (stereo not given)	?	.
CCOc1ccc(N(CC(=O)Nc2ccc(F)c(F)c2)S(=O)(=O)c2c(C)noc2C)cc1	3%	-2
CCN(CC)c1ccc(/C=N/N2CCN(Cc3ccccc3Cl)CC2)c(O)c1	?	.
COc1cc(/C=C/C(=O)N2CCN(CC(O)COc3ccccc3)CC2)cc(OC)c1OC (stereo not given)	-7%	5
COc1ccc(CC(=O)Nc2cc(=O)n(C)c(=O)n2C)cc1OC	6%	10
CC1(C)CC(=O)C(C=NCC2CCN(C(=O)Cc3ccccc3)CC2)=C(O)C1	0%	11
O=S(=O)(NCc1nc(-c2ccccc2)no1)c1ccc(F)cc1	21%	3
NC(=O)NC(=O)C[n+]1cccc(/C=N/O)c1	?	.
Cc1ccc2nc3c(nc2c1C)C(O)=C3O	?	.
Cc1cc(O)c2c(c1)C(O)(C1OC(CO)C(O)C(O)C1O)c1cccc(O)c1C2=O (stereo not given)	7%	1
COc1ccc(CCNC(=O)C2CCN(S(=O)(=O)N3CCC4(CC3)OCCO4)CC2)cc1OC	?	.
Cc1nc2ccccc2c(N)c1C(=O)/C=C/c1ccccc1	15µM*	-20*
S=C1NCN(Cc2ccco2)CN1CCc1ccccc1	4%	12
Cc1ccccc1C(=O)NC(=S)NC1CCSC1=O (stereo not given)	?	.
N#Cc1cnc(NN)nc1	?	.
CC1CCC(NC(=O)C(NS(=O)(=O)c2cccc3nsnc23)C(C)C)CC1 (stereo not given)	?	.
CCN(C1CCCCC1)S(=O)(=O)c1c(C)n(C)c(=O)n(C)c1=O	19%	1
COc1ccc(CNCC(C)NCc2ccc(OC)c(OC)c2)cc1OC (stereo not given)	-2%	-6
Cc1cccc(-c2noc(CNC(=O)Nc3ccc(F)cc3)n2)c1	-3%	3
COc1ccc(C(OC(=O)c2ccco2)C(=O)NCc2ccco2)cc1 (stereo not given)	17%	12
CCCn1c(N)c(N(CCOC)C(=O)c2cc(-c3ccco3)nc3ccccc23)c(=O)[nH]c1=O	?	.
CCOc1ccc(C(C)=O)cc1CN1C(=O)NC(C)(C2CC2)C1=O (stereo not given)	-20%	6
CCOC(=O)Nc1cc(OC)c(OC)cc1Cc1nccc2cc(OC)c(OC)cc12	?	.
O=C(c1ccccc1-c1nc(-c2ccccc2)no1)N1CCOCC1	?	.
COc1ccc(C(=O)CN2C(=O)NC3(CCc4ccccc43)C2=O)cc1 (stereo not given)	?	.
Cc1ccc(CC(CC(=O)O)C(=O)Nc2ccc(Cl)cc2)cc1 (stereo not given)	i	-20
CCOC(=O)N1CCC(NC(=O)c2cc(S(=O)(=O)N3CCCC3)cn2C)CC1	-3%	-15
COc1ccc(C)cc1-n1nnnc1SCC(=O)N1CCC(C(=O)Nc2nccs2)CC1	?	.
Cc1ccc(C)c(NC(=O)c2c(Cl)nc3ccccn23)c1	i	.
COc1ccccc1NC(=O)c1sc2nc(Cc3ccccc3)cc(C(F)(F)F)c2c1N	?	.
CCCc1n(CC)c2ccccc2[n+]1CC(O)COC1CCCCC1 (stereo not given)	0%	-19
CNC(=O)c1ccsc1NC(=O)c1ccccc1	?	.
O=C(Nc1ccccc1)c1cccc(S(=O)(=O)Oc2ccc([N+](=O)[O-])cc2)c1	i	15
CC(C)c1ccc(OCC(=O)NNC(=S)NC(=O)C2CC2)cc1	0%	14
O=C(N/N=C/c1c[nH]c2ccccc12)c1ccccc1O	?	.
COC(=O)c1ccc(N2CCCCC2)c(NS(=O)(=O)c2ccc(C)cc2)c1	i	12
CCOc1ccc(C(=O)N(CN2CCCC2=O)c2ccc(C)cc2)cc1	5%	-7
Cc1ccc(S(=O)(=O)N(C)C)cc1NC(=O)CCNC(=O)c1ccccc1Cl	12%	23
CCc1ccc(N(CC(=O)NC2CCCCC2)C(=O)CNC(=O)c2ccco2)cc1	i	8
CCCCC(=O)NNC(=S)NC(=O)c1ccc(C)cc1	-23%	-8

21 entries from above, with two lines to a compound:
Second line of a record – S3 lipid droplet	S3 lipid droplet cell count max
COc1ccc(C(OC(=O)c2ccco2)C(=O)NCc2ccco2)cc1 (stereo not given)
  17%	12
CCCn1c(N)c(N(CCOC)C(=O)c2cc(-c3ccco3)nc3ccccc23)c(=O)[nH]c1=O
  ?	.
CCOc1ccc(C(C)=O)cc1CN1C(=O)NC(C)(C2CC2)C1=O (stereo not given)
  -20%	6
CCOC(=O)Nc1cc(OC)c(OC)cc1Cc1nccc2cc(OC)c(OC)cc12
  ?	.
O=C(c1ccccc1-c1nc(-c2ccccc2)no1)N1CCOCC1
  ?	.
COc1ccc(C(=O)CN2C(=O)NC3(CCc4ccccc43)C2=O)cc1 (stereo not given)
  ?	.
Cc1ccc(CC(CC(=O)O)C(=O)Nc2ccc(Cl)cc2)cc1 (stereo not given)
  i	-20
CCOC(=O)N1CCC(NC(=O)c2cc(S(=O)(=O)N3CCCC3)cn2C)CC1
  -3%	-15
COc1ccc(C)cc1-n1nnnc1SCC(=O)N1CCC(C(=O)Nc2nccs2)CC1
  ?	.
Cc1ccc(C)c(NC(=O)c2c(Cl)nc3ccccn23)c1
  i	.
COc1ccccc1NC(=O)c1sc2nc(Cc3ccccc3)cc(C(F)(F)F)c2c1N
  ?	.
CCCc1n(CC)c2ccccc2[n+]1CC(O)COC1CCCCC1 (stereo not given)
  0%	-19
CNC(=O)c1ccsc1NC(=O)c1ccccc1
  ?	.
O=C(Nc1ccccc1)c1cccc(S(=O)(=O)Oc2ccc([N+](=O)[O-])cc2)c1
  i	15
CC(C)c1ccc(OCC(=O)NNC(=S)NC(=O)C2CC2)cc1
  0%	14
O=C(N/N=C/c1c[nH]c2ccccc12)c1ccccc1O
  ?	.
COC(=O)c1ccc(N2CCCCC2)c(NS(=O)(=O)c2ccc(C)cc2)c1
  i	12
CCOc1ccc(C(=O)N(CN2CCCC2=O)c2ccc(C)cc2)cc1
  5%	-7
Cc1ccc(S(=O)(=O)N(C)C)cc1NC(=O)CCNC(=O)c1ccccc1Cl
  12%	23
CCc1ccc(N(CC(=O)NC2CCCCC2)C(=O)CNC(=O)c2ccco2)cc1
  i	8
CCCCC(=O)NNC(=S)NC(=O)c1ccc(C)cc1
  -23%	-8

Continuation.
SMILES	S3 lipid droplet	S3 lipid droplet cell count max
COc1cc(C(=O)OCC(=O)c2c(N)n(C)c(=O)n(C)c2=O)ccc1OCCC(C)C	-6%	2
O=S(=O)(N/N=C/c1ccc(OC2CSC2)cc1)c1ccccc1	?	.
CCCn1c(=O)c2ccccc2n2c(SCC(=O)c3cc(C)n(CCOC)c3C)nnc12	?	.
Clc1ccc(-c2nnc(-c3ccccc3)c(-c3c[nH]c4ccccc34)n2)cc1	?	.
CCCn1c(N)cc(=O)n(CCC)c1=O	-8%	-14
Cc1c(Cl)cccc1NC(=S)NCc1cccn1C	-3%	-8
CCN(CC)CCCOC(=O)C1(c2ccccc2)CCCC1	?	.
Cc1nn(Cc2ccc([N+](=O)[O-])cc2)c(=O)n1-c1c(F)cccc1F	?	.
Nc1cc(N)nc(SCC(=O)Nc2ccccc2)n1	3%	8
O=C(NC1CC2CCCC(C1)N2C(=O)NC1CCCCC1)c1ccccc1 (stereo not given)	?	.
Cn1nnc(NC(=S)NC(=O)c2cccc3c(Br)cccc23)n1	?	.
O=C(Cn1ncc2c(=O)oc3ccccc3c21)NCc1cccnc1	7%	-1
C=CCn1cc(CN2CCC(C(=O)Nc3cccc(-c4cccc(F)c4)c3)CC2)c(C)n1	?	.
O=C(NCC1CCCO1)c1ccc2c(c1)OCO2 (stereo not given)	16%	-2
Cc1nn(Cc2ccc(C(=O)O)o2)c(C)c1[N+](=O)[O-]	-3%	19
CSCCC(NC(=O)COc1ccccc1)C(=O)OC(C)C(=O)Nc1ccccc1C (stereo not given)	?	.
Cc1ccc(-c2nc3ncccc3o2)cc1NC(=O)Cc1ccc(Cl)cc1	-12%	-11
Cc1ccc(NC(=O)CCS(=O)(=O)c2ccc(Br)cc2)nc1	27%	.
CCSc1nc(NCCN(C)C)c2c3c(sc2n1)COC(C)(CC)C3 (stereo not given)	?	.
Cc1cc(C)cc(C(=O)NCC(=O)N2CCN(C(c3ccccc3)c3ccccc3)CC2)c1	?	.
Cc1nn(C(=O)CNC(=O)c2ccccc2)c(C)c1C	4%	5
CCNS(=O)(=O)c1cc(S(C)(=O)=O)ccc1Cl	?	.
COc1ccc(/C=C/C(=O)c2c(O)c(OC)c3occc3c2OC)cc1	-26%	-1
CC(C(=O)c1ccccc1)n1cnc2ccccc2c1=O (stereo not given)	-19%	.
CCc1ccc(-c2nn(Cc3ccccc3)cc2/C=C/C(=O)O)cc1	i	21
CCCOc1ccc(-c2cnc(SCC(N)=O)nc2N)cc1	?	.
CS(=O)(=O)Nc1ccc(C(=O)NC2CCCC2)cc1	2.9µM*	-0.7*
COc1ccccc1/C=C1\SC(=S)N(N2C(=O)CCCC2=O)C1=O	?	.
C=CCN=C1CCCc2c1[nH]c1ccc(C)cc21	?	.
Cc1onc(-c2c(F)cccc2Cl)c1C(=O)OCC(=O)NC1CC1	?	.
Cc1cccc(NC(=O)c2cnn3ccccc23)c1C	?	.
O=C(Nc1ccc(Cl)cc1)N1CCN(C(=O)C2CCCO2)CC1 (stereo not given)	-20%	.
CCOc1ccc(-c2nc(C)c(C(C)=O)n2O)cc1	i	10
CNCCCC1Sc2ccccc2Oc2ccccc21 (stereo not given)	0%	-14
O=C(CN1CCN(S(=O)(=O)c2ccccc2F)CC1)Nc1ccnn1C1CCCC1	-8%	-19
CCc1nnc(NC(=O)CSc2nnc(-c3ccccc3NC(=O)c3ccccc3)o2)s1	9%	-4
C=CCNC(=S)N1CCC(C(=O)c2ccc3c(c2)OCCO3)CC1	?	.
COc1ccc([N+](=O)[O-])cc1N(CC(=O)NCc1ccco1)S(C)(=O)=O	?	.
Cc1cccc(C)c1NC(=O)CNC(=O)c1ccc2c(c1)OCCO2	?	.
CC(C)(C)c1ccc(C(=O)OCC(=O)NCc2ccco2)cc1	?	.
Nc1nc(Nc2ccccc2)nc(C(F)(F)F)n1	?	.
O=C(CCc1ccccc1)OCCN1CCOCC1	7%	21
COc1ccc(CN(C)Cc2c(O)ccc3ccccc23)cc1	?	.
COC(=O)C1=NNC2(c3ccc(Cl)cc3)C(=O)N(c3ccc(Cl)cc3)C(=O)C12 (stereo not given)	7%	5
CCOC(=O)c1ccc(COC(=O)c2nonc2N)cc1	24%	-24
COc1ccc(C(=O)CN2C(=O)NC3(CCCc4ccccc43)C2=O)cc1 (stereo not given)	?	.
C=Cc1ccc(C2=CC(=O)C[C@H](c3ccc(OC)cc3)C2)cc1	17%	-10
COc1ccc(CCNC(=O)CSc2nnnn2Cc2ccc3c(c2)OCO3)cc1OC	?	.
COC(CNC(=O)c1ccc2c(=O)n(Cc3ccc4c(c3)OCO4)c(=S)[nH]c2c1)OC	?	.
CC(NCc1ccncc1)C12CC3CC(CC(C3)C1)C2 (stereo not given)	4%	8
CC1(C)CC2CC(C)(CN2c2ncnc3ccc(Br)cc23)C1 (stereo not given)	?	.
O=C(c1cccc(S(=O)(=O)Nc2ccc(Br)cc2)c1)N1CCCC1	?	.
CCOc1ccc(C(=O)/C=C/c2cn(CN3CCN(C)CC3)c3ccccc23)cc1	?	.
O=C1CCC/C(=N/NC(=O)c2ccc(NS(=O)(=O)c3cccs3)cc2)C1	?	.
O=C(Nc1ccc(N2CCN(C(=O)c3cccs3)CC2)cc1)c1ccc(Br)o1	?	.
CC(C)(C)NC(=O)NC(=O)CN1CCN(S(=O)(=O)c2ccccc2)CC1	4%	2
CCOc1cc(NC(=O)c2ccccn2)c(OCC)cc1NC(=O)CC(C)C	?	.
C[C@@H](NC(=O)c1nc[nH]c1C(=O)NCC(=O)OCc1ccccc1)c1ccccc1	-15%	16
COC(=O)c1ccc(NC(=O)CSC2=Nc3ccccc3C3CC=NN23)cc1 (stereo not given)	?	.
O=C(O)CCC(=O)Nc1sc2c(c1C(=O)Nc1ccccc1)CCCCC2	4%	.

Following part.
SMILES	S3 lipid droplet	S3 lipid droplet cell count max
O=C(CCNC(=O)c1ccccc1)Nc1nc2ccccc2s1	3.7µM*	12*
C[C@H]1O[C@@H](n2cc(F)c(=O)[nH]c2=O)[C@H](O)[C@@H]1O	?	.
Cc1ccc(S(=O)(=O)N/N=C\c2cn(-c3ccccc3)nc2-c2ccccc2)cc1	-11%	1
CCOc1ccccc1CN1CCN(S(C)(=O)=O)CC1	?	.
COc1ccc(OC)c(C2=NOC(C(=O)NCc3ccco3)C2)c1 (stereo not given)	?	.
Cc1sc2nc(CC(N)=O)[nH]c(=O)c2c1-c1ccccc1	4%	4
O=c1[nH]c(/C=C/c2ccc(Br)cc2)nc2c1cnn2-c1ccccc1	?	.
COc1ccc(NC(=O)N(Cc2ccc(C)cc2)Cc2cccnc2)c(OC)c1	-7%	1
CCCc1cc(Nc2c(C)n(C)n(-c3ccccc3)c2=O)n2c(nc3ccccc32)c1C#N	i	.
COc1ccc(NC(=S)NC(=O)c2csnn2)cc1	14%	13
CCOC(=O)CNc1nc(Oc2ccc(=O)n(C)n2)nc(N(CC)CC)n1	?	.
C[C@H](NC(=O)c1ccccc1)C(=O)N1CCC2(CC1)NCCc1[nH]cnc12	-17%	.

From PubChem

Only part of the results is shown; rates above refer to the full screens.
